Screens (PubChem BioAssay)
All columns: NCI-60 one-dose screen, growth in % after 48 h at 10 µM unless noted; 100 = growth as untreated, 0 = no growth, -100 = all killed.
UACC-257 = UACC-257 melanoma; actives 4.4% (n = 78,000)
BT-549 = BT-549 breast cancer; AID 1794793; actives 4.4% (n = 78,000)
SK-MEL-2 = SK-MEL-2 melanoma; actives 4.7% (n = 77,000)
T-47D = T-47D breast cancer; actives 5% (n = 79,000); AID 1794792
MALME-3M = MALME-3M melanoma; AID 1794766; actives 5.8% (n = 78,000)
UACC-62 = UACC-62 melanoma; actives 5.4% (n = 81,000)
SK-MEL-28 = SK-MEL-28 melanoma; actives 4.1% (n = 81,000); AID 1794761
HS 578T = HS 578T breast cancer; actives 4.1% (n = 78,000); AID 1794788
* hit, by the source's call; x = not tested or not shown; & = joins results of further samples. Rule for the calls: active = growth percent below 10; inactive = the rest.

The line under a structure holds: BT-549, SK-MEL-28, UACC-257, SK-MEL-2, T-47D, MALME-3M, HS 578T, UACC-62
1: CNc1ccc(C(=O)O)cc1
  115, 104, 105, 93, 97, 116, 118, 84
2: C/C(=N\NC(=S)Nc1ccccc1)c1sc(Nc2cccc(O)c2)nc1C
  105, 100, 106, 109, 98, 110, 99, 91
3: CCOP(=O)(OCC)/C(C#N)=C/c1cc(OC)ccc1OC
  86, 93, 80, 108, 75, 95, 101, 93
4: Nc1nc(-c2cccc([N+](=O)[O-])c2)cs1
  97, 103, 105, 104, 95, 114, 91, 84
5: Nc1ccc(-c2ccc(F)cc2)cc1NC(=O)N1CCC2(CCOC2)CC1
  98, 81, 57, 80, 53, 67, 59, 54
6: CC1COc2c(N3CCN(C)CC3)c(F)cc3c(=O)c(C(=O)NNC(=S)Nc4ccc(Cl)cc4)cn1c23 (centres undefined)
  80, 96, 111, 112, 99, 99, 98, 96
7: COc1ccc(-c2nc3ccccn3c2-c2nc3ccc(Cl)cc3[nH]2)cc1
  94, 101, 94, 97, 75, 109, 94, 86
8: CCCCC[C@H]1C/C=C2/C(=O)C=C[C@@H]2C/C=C\CCCC(=O)O1
  -11*, x, -49*, -76*, -2.9*, -25*, 23, x
9: NC(=O)c1c(NC(=O)c2ccc3c(c2)OCO3)sc2c1CCC1(C2)OCCO1
  93, 97, 96, 97, 97, 95, 104, 99
10: O=C(O)c1c(O)cc(O)cc1O
  102, 106, 92, 118, 109, 114, 105, 108
11: Nc1ccccc1CCO
  99, 102, 105, 102, 102, 94, 110, 110
12: CCOC(=O)CNC(=O)N1CCN(CC(=O)OCC)CC1
  91, 109, 99, 90, 108, 98, 101, 107
13: COc1cc(C2=NN(C(C)=O)C(c3cn(Cc4ccc(Cl)cc4)c4ccccc34)C2)cc(OC)c1OC (centres undefined)
  89, 79, 84, 92, 42, 70, 53, 77
14: COc1ccc(NC(=O)c2cc3ccc4c5ccccc5[nH]c4c3cc2O)cc1
  82, 83, 92, 90, 87, 89, 84, 89
15: CC12CC[C@@H]3[C@]4(C)COC(c5cn(-c6ccccc6)nc5-c5ccccc5)O[C@@H]4CC[C@@]3(C)[C@@H]1CC(C1=CCOC1=O)O2 (some centres undefined)
  62, 82, 73, 102, 35, 75, x, 53

New compounds follow
The line under a structure holds: BT-549, SK-MEL-28, UACC-257, SK-MEL-2, T-47D, MALME-3M, HS 578T, UACC-62
16: FC(F)(F)Oc1cccc(C2=CN=C3SC(Cc4cccnc4)=NC23)c1 (centres undefined)
  78, 83, 85, 92, 33, 76, 74, 66
17: C=CC[C@]1(O)CC[C@H]2[C@@H]3CCc4cc(O)ccc4[C@H]3CC[C@@]21C
  94, 101, 102, 91, 82, 93, x, 89
18: CN(C)c1ccc(N=Nc2ccc3ncccc3c2)cc1
  75, 96, 106, 93, 87, 99, 121, 85
19: O=C1/C(=C/C2C=Nc3ccccc32)SC(c2ccc(Br)cc2)N1n1cnnc1 (centres undefined)
  95, 93, 98, 101, x, 95, 91, 91
20: Cc1ccc(C)c2c1sc1nc(N3CCOCC3)c(C#N)c(=O)n12
  91, 103, 112, 110, 73, 97, 76, 90
21: Cc1ccc(NC(=O)N2NC(c3ccc(Cl)cc3)C=C2c2ccccc2)cc1 (centres undefined)
  102, 100, 88, 111, 93, 93, 119, 96
22: CCCC(C)(O)CCC(C)(O)CCC (centres undefined)
  102, 108, 104, 106, 98, 91, 113, 119
23: NC1=NC(=O)CS1
  95&108, 110&112, 97&101, 103&103, 90&96, 113, 95&112, 95&109
24: CNC(=O)c1n[nH]c(=S)[nH]c1=O
  63, 108, 109, 108, 107, 118, 114, 92
25: O=C(NC(Cc1ccccc1)C(=O)O)C(Cl)Cl (centres undefined)
  95, 106, 105, 114, 100, 97, 114, 103
26: CC1(c2ccccc2O)NN=C(/N=C/c2ccc(O)cc2)N1C(Cc1c[nH]c2ccccc12)C(=O)O (centres undefined)
  95, 93, 84, 98, 59, 80, 92, 72
27: Cc1nc2c(=O)[nH]c(SCC(=O)Nc3cccc(F)c3)nc2[nH]c1=O
  104, 107, 99, 103, 97, 105, 101, 99
28: Cc1ccc(S(=O)(=O)NC(CCC(=O)NC(N)=O)C(=O)NC(N)=O)cc1 (centres undefined)
  104, 118, 104, 119, 88, 114, 98, 90
29: O=C1NC(=O)C(C2CCCC2)N1 (centres undefined)
  99, 108, 109, 91, 98, 95, 102, 90
30: Cc1ccc(S(=O)(=O)N2CCCC3OCCCC3=C2c2ccc(-c3ccccc3)cc2)cc1 (centres undefined)
  101, 111, 101, 109, 82, 102, 92, 71

Later entries.
The line under a structure holds: BT-549, SK-MEL-28, UACC-257, SK-MEL-2, T-47D, MALME-3M, HS 578T, UACC-62
31: CC12CCC3C(=CCc4cc(O)ccc43)C1CCC2O (centres undefined)
  x, 98, 96, 103, 109, 99, 61, 86
32: O=S(=O)(Cc1c[nH]c2ccccc12)c1ccccc1
  113, 105, 106, 111, 94, 93, 89, 102
33: COc1ccc(C(O)c2ccccc2)cc1 (centres undefined)
  121, 105, x, 112, 87, 101, 108, 95
34: O=C1Nc2ccccc2/C1=C/c1cccn1C(=O)c1ccc(Cl)s1
  65, 113, 79, 87, -31*, 104, 71, 95
35: COc1ccc(C(=O)CSc2nc(Nc3cccc(S(N)(=O)=O)c3)cc(-c3ccccc3)n2)cc1
  116, 99, 112, 97, 80, 93, 100, 92
36: Cn1c(=O)c2[nH]c(CCCCCCCc3nc4ccccc4[nH]3)nc2n(C)c1=O
  73, 113, 82, 95, 63, x, 91, 72
37: Cc1[nH]c(-c2nc3ccccc3[nH]2)c(C)c1C(=O)N1CCc2sccc2C1
  94, 94, 97, 107, 73, 86, 88, 88
38: CS(=O)(=O)c1ccc(Cl)cc1
  105, 114, 95, 123, 102, 90, 116, 101
39: O=C(O)CNS(=O)(=O)c1ccc(OCCOc2ccc(S(=O)(=O)NCC(=O)O)cc2)cc1
  105, 106, 104, 98, 93, 100, 99, 102
40: CC(Cc1ccccc1)N1CCCC1=O (centres undefined)
  105, 108, 102, 104, 103, x, 95, 95
41: O=C(C[n+]1cccc2cc(Cl)ccc21)c1ccc2c(c1)CCCC2
  22, 20, 5.5*, 28, 2.4*, -31*, 37, 17
42: Cc1ccc(C)c(I)c1
  110, 113, 103, 93, 100, 86, 107, 106
43: CC(C)(c1ccccc1)c1ccc(N)cc1
  96, 104, 103, 104, 92, 96, x, 103
44: CCOC(=O)c1ccc(NN=NCCF)cc1
  120, 102, 135, 137, 86, 106, 95, 91
45: Cc1cnc(C)c2ccccc12
  102, 107, 97, x, 107, 114, 105, 110

For convenience, 6 of the compounds above:
The line under a structure holds: BT-549, SK-MEL-28, UACC-257, SK-MEL-2, T-47D, MALME-3M, HS 578T, UACC-62
28: Cc1ccc(S(=O)(=O)NC(CCC(=O)NC(N)=O)C(=O)NC(N)=O)cc1 (centres undefined)
  104, 118, 104, 119, 88, 114, 98, 90
29: O=C1NC(=O)C(C2CCCC2)N1 (centres undefined)
  99, 108, 109, 91, 98, 95, 102, 90
30: Cc1ccc(S(=O)(=O)N2CCCC3OCCCC3=C2c2ccc(-c3ccccc3)cc2)cc1 (centres undefined)
  101, 111, 101, 109, 82, 102, 92, 71
31: CC12CCC3C(=CCc4cc(O)ccc43)C1CCC2O (centres undefined)
  x, 98, 96, 103, 109, 99, 61, 86
32: O=S(=O)(Cc1c[nH]c2ccccc12)c1ccccc1
  113, 105, 106, 111, 94, 93, 89, 102
33: COc1ccc(C(O)c2ccccc2)cc1 (centres undefined)
  121, 105, x, 112, 87, 101, 108, 95

(next part)
The line under a structure holds: BT-549, SK-MEL-28, UACC-257, SK-MEL-2, T-47D, MALME-3M, HS 578T, UACC-62
46: NS(=O)(=O)c1ccc(CN2C(=O)c3ccc4c5c(ccc(c35)C2=O)C(=O)N(Cc2ccc(S(N)(=O)=O)cc2)C4=O)cc1
  118, 90, 100, 86, 93, 78, 72, 80
47: COc1ccc2c(Cl)cc(NC(=O)Nc3c(C)cccc3C)nc2c1
  94, 97, 77, 106, 62, -1.2*, 57, 88
48: CCCCC(NC(=O)c1cccc(N2C(=O)/C(=C/c3cccc(F)c3)SC2=S)c1)C(=O)O (centres undefined)
  109, 106, 103, 108, 102, 90, 96, 98
49: COc1ccc(-c2cc(-c3ccc4ccccc4c3)c(C#N)c(=O)[nH]2)cc1S(N)(=O)=O
  88, 110, 106, 98, 83, 104, 98, 92
50: COc1cc(CN(Cc2ccccc2)c2c(NC3CCCCC3)oc(=O)c3ccccc23)cc(OC)c1OC
  113, 107, 86, 99, 102, 129, 109, 77
51: O=C(O)Cc1ccc(Cl)c(Cl)c1
  108, 100, 88, 100, 91, 103, 106, 118
52: O=C(O)c1ccc(-n2cc(CNc3ccc(Br)cc3)c(-c3ccc(C(F)(F)F)cc3)n2)cc1
  107, 90, 89, 107, 84, 93, 94, 88
53: O=C1OCC2=C1C(c1ccc(Cl)c(Cl)c1)c1cc3c(cc1N2CCO)CCC3 (centres undefined)
  45, 47, 60, x, 63, x, 5.2*, 14
54: Cc1nc2c(cnn2-c2ccccc2)c(=O)n1-c1ccc(N2C(=O)c3ccccc3C2=O)cc1
  99, 101, 98, 105, 93, 99, 96, 94
55: O=C1c2ccc3c4c(ccc(c24)C(=O)N1CCCNCc1ccccc1F)C(=O)N(CCCNCc1ccccc1F)C3=O
  -85*, -94*, -99*, -83*, -28*, -72*, -24*, -58*
56: O=C(O)c1ccc(NC(=S)Nc2ccc(S(=O)(=O)Nc3ccccn3)cc2)cc1
  104, 112, 103, 121, 89, 110, 108, 89
57: CC(C)CCC1(CCBr)C(=O)NC(=Nc2ccccc2)NC1=O (centres undefined)
  109, 105, 95, x, 105, 113, 104, 101
58: CC(=O)Nc1ccc(/C=C2\SC(=S)N(/C=C(/C#N)S(=O)(=O)c3ccc(C)cc3)C2=O)cc1
  94, 106, 75, 94, 107, x, 93, 88
59: O=C(Nc1cc(C(F)(F)F)cc(C(F)(F)F)c1)c1cc(Cl)ccc1O
  -32*, -22*, -18*, -40*, -1.7*, -37*, -8.0*, -43*
60: O=CN1N=C(c2cccc(Nc3ccncc3)c2)CC1c1ccc(Br)cc1 (centres undefined)
  110, 89, 74, 83, 73, 77, 78, 88

Additional structures
The line under a structure holds: BT-549, SK-MEL-28, UACC-257, SK-MEL-2, T-47D, MALME-3M, HS 578T, UACC-62
61: CC(C)c1nc2ccccc2n1CC(=O)N/N=C/c1cccc(OCc2ccccc2)c1
  72, 95, 84, 81, 68, 96, 80, 59
62: CC(C)(C)c1ccc(Cn2cc(CSc3nc4ccccc4s3)nn2)cc1
  88, 96, 97, x, 73, 94, 94, 88
63: COc1cc(C2CC(c3cccc(Nc4ccncc4)c3)=NN2C=O)cc(OC)c1OC (centres undefined)
  124, 114, 95, 97, 111, 93, 93, 93
64: Cc1ccc2nc(-c3ccc(-c4nnc(SCc5ccccc5)o4)cc3)[nH]c2c1
  87, 78, 103, 97, 91, 89, 53, 90
65: Cc1c(Cl)cc(C(C)C)c(O)c1CN1CCOCC1
  112, 119, 104, 107, 96, 111, 105, 89
66: NCCCCC(Br)C(=O)c1cc(=O)[nH]c2ccccc12 (centres undefined)
  101, 114, x, 101, 112, 156, 100, 108
67: COc1cc(-c2nc(NC(C)=O)sc2-c2ccnc(NCCCNS(=O)(=O)c3ccccc3)n2)ccc1Cl
  61, 42, 52, 48, 68, 23, 102, 30
68: CC1(c2ccncc2)Nc2cc(Cl)ccc2-c2ccnn21 (centres undefined)
  86, 102, 97, 87, 93, 79, 104, 96
69: Oc1cc2ccccc2c(-c2c(O)c(O)cc3ccccc23)c1O
  5.1*, 53, 56, 5.6*, 26, 75, 34, 28
70: N#Cc1cnn2ccn(C3OC(COC(=O)c4ccccc4)C(OC(=O)c4ccccc4)C3OC(=O)c3ccccc3)c12 (centres undefined)
  106, 105, 105, 103, 86, 97, 95, 85
71: Nc1cc(Nc2ccc(Br)cc2)nc(N)n1
  83, 124, 107, 99, 96, 124, 110, 107

Shown screen by screen: entries from further up.
(68) CC1(c2ccncc2)Nc2cc(Cl)ccc2-c2ccnn21 (centres undefined)
(61) CC(C)c1nc2ccccc2n1CC(=O)N/N=C/c1cccc(OCc2ccccc2)c1

screen / no.,68,61
BT-549,86,72
SK-MEL-28,102,95
UACC-257,97,84
SK-MEL-2,87,81
T-47D,93,68
MALME-3M,79,96
HS 578T,104,80
UACC-62,96,59
